OXTR potentiate: potentiators of human oxytocin receptor. P30559. CHO-OTR cells, Fluo-8 calcium fluorescence, potentiator mode; 0% = oxytocin EC15, 100% = EC100. activation, % at 3 µM. 320,000 compounds, 0.061% hits. AID 2445;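 active = activation above that plate's cutoff, the mean activation of tested compounds plus 3 SD, cut at about 6.6% in these data, passing the limit was not always enough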;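 also: 100% uses oxytocin at 75 nM as the full agonist control; some results filed as inactive read as strong as hits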
Target sequence (P30559 whole entry, looked up): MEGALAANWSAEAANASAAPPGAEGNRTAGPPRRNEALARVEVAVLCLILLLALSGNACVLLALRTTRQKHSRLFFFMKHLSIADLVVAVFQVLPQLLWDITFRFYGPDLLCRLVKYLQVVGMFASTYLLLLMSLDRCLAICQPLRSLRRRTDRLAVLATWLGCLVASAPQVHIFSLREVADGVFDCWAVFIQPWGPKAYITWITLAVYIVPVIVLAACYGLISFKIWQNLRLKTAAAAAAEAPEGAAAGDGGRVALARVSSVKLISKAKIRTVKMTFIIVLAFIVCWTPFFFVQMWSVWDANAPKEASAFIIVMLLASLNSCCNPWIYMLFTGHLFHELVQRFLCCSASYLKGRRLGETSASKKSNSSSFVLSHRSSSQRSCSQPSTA
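Assay system: CHO-OTR cells, human receptor / Also added: oxytocin at about EC15, sub-maximal agonist stimulus / Dosing: single dose, 3.0 µM nominal final compound concentration / Incubation: 6 min pre-incubation, 100 s read / Technique: Fluo-8 calcium dye fluorescence / Read-out: % activation vs EC15 and EC100 oxytocin / Benchmarks: EC15 oxytocin low, 75 nM oxytocin high / Replicates: singlicate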
CHO parental Ca: counter-screen: ATP calcium response change in parental CHO cells; parental CHO-K1, ATP-induced calcium, Fluo-8 fluorescence; inhibition, % at 5.6 µM; 330,000 compounds, 0.63% hits;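 active = inhibition above that plate's mean sample inhibition plus 3 SD, cut at about 26% in these data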;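 also: 0% = ATP-challenged DMSO wells and 100% = DMSO wells without ATP; some compounds past the cut are filed as inactive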
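Material: parental CHO cells / Compound: single nominal dose of 5.6 µM per compound / Signal: Fluo-8 fluorescence / Replicates: singlicate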
TAAR1 antag: antagonists of human TAAR1; Q96RJ0; CHO RD-HGA16 TAAR1, Fluo-8 calcium fluorescence, antagonist; inhibition, % at 3 µM; 360,000 compounds, 1.5% hits; AID 624466;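 active = inhibition above a per-plate cutoff, the mean inhibition of test compounds on that plate plus 3 SD, cut at about 49% in these data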;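 also: 0% = DMSO plus EC80 beta-PEA response and 100% = DMSO alone without agonist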
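Test system – hTAAR1-expressing CHO RD-HGA16 cells, Gα16-coupled · Reagent – β-PEA at EC80 concentration, post-compound challenge · Compound dosing – 3 µM, single point · Timing – 140 s kinetic read after compound, 140 s after agonist · Detection – Fluo-8 intracellular calcium dye fluorescence, real-time kinetic reads · Control set – DMSO and EC80 PEA controls · Repeats – n of 1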
V1aR counter: V1a receptor agonism, counter-screen for OXTR agonists | CHO-V1R cells, Fluo-8 calcium fluorescence, agonist mode; 0% DMSO, 100% 3 nM vasopressin | activation, % at 3 µM | AID 2797 | 320,000 compounds, 0.25% hits;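 active = activation above the mean activation of all tested compounds plus 3 SD, per screening run, cut at about 20% in these data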;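 also: signal is peak over basal fluorescence ratio across a 100 second FLIPR read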
Target sequence (P37288 whole entry, looked up): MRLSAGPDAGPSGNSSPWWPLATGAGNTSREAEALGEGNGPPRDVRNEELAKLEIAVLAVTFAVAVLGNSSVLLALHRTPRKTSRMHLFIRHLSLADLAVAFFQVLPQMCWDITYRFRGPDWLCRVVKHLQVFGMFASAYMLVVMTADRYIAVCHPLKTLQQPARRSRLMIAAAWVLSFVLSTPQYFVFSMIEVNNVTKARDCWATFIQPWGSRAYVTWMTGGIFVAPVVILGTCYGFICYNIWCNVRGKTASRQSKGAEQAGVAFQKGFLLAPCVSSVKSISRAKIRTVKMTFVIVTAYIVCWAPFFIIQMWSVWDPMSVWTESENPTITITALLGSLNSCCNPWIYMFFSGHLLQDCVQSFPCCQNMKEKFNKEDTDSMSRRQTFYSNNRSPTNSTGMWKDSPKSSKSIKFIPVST
CHO-K1 Ca antag: counter-screen for M1 antagonists: effect in parental CHO-K1 cells; 360,000 compounds, 0.6% hits; ATP-induced calcium, Fluo-8 fluorescence; inhibition, % at 3 µM;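 active = inhibition above a per-plate cutoff, the plate's mean sample inhibition plus 3 SD, cut at about 24% in these data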;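 also: 0% = DMSO plus EC80 ATP and 100% = DMSO alone without ATP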
CHO-K1 Ca ag: counter-screen for M1 agonists: effect in parental CHO-K1 cells | Fluo-8 calcium fluorescence; scaled to maximal ATP response, vehicle zero | 360,000 compounds, 0.48% hits | AID 602248 | activation, % at 3 µM; in the data active = activation above about 15%;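 also: untransfected CHO-K1 host cells lacking M1 receptor as counterscreen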
OXTR agonist: agonists of human oxytocin receptor. activation, % at 3 µM. 320,000 compounds, 0.32% hits. CHO-OTR cells, Fluo-8 calcium fluorescence; normalized: DMSO 0%, oxytocin 100%;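 active = activation above the mean of all tested compounds plus 3 SD, cutoff set per screening run, cut at about 20% in these data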;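 also: peak over basal fluorescence ratio from a 100 s FLIPR kinetic read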
M1 PAM parental: counter-screen for M1 PAMs: effect in parental CHO-K1 cells | ATP EC20, Fluo-8 calcium fluorescence; 0% at ATP EC20, 100% at ATP max | 360,000 compounds, 0.02% hits | activation, % at 3 µM;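 active = activation above the run cutoff, the mean activation of all test compounds plus 3 SD, cut at about 40% in these data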;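 also: peak over basal fluorescence ratio in a 140 s read after ATP addition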
GPR7 antagonist: antagonists of human GPR7 (neuropeptides B/W receptor 1). P48145. GPR7-expressing cells, fluorescence antagonist assay. inhibition, % at 4.4 µM. 290,000 compounds, 1.1% hits; in the data active = inhibition above about 16%, passing the limit was not always enough;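 also: cells stimulated with the agonist NPW; 0% = agonist with vehicle and 100% = vehicle without agonist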
* = called active by the depositor; / = not tested or not shown.

SMILES | OXTR potentiate | CHO parental Ca | TAAR1 antag | V1aR counter | CHO-K1 Ca antag | CHO-K1 Ca ag | OXTR agonist | M1 PAM parental | GPR7 antagonist
CCc1ccccc1-n1c(SCC(=O)NC)nnc1-c1ccco1 | 4 | -4 | -5 | 1.1 | -1 | 0.5 | 0.6 | -8 | -17
COc1cccc(/C(O)=C2/C(=O)C(=O)N(CCN(C)C)C2c2ccccn2)c1 (stereo not drawn) | 0 | 0 | 8 | 0.6 | -8 | 0.3 | 0.9 | 18 | -13
NCCCCc1ccc2ccc3cccc4ccc1c2c34 | / | / | 15 | / | 6 | 7.4 | / | 2 | /
O=C(NCCN1CCOCC1)c1ccc(Cl)cc1O | 5 | -14 | 7 | 0.6 | -11 | 1.4 | 0.8 | -13 | -6
C1=C\CCC2(OCCO2)C2(CC/1)OCCO2 | / | / | -8 | / | 10 | -0.1 | / | 0 | /
Cc1ccccc1OCc1nnc(SCc2nc3ccccc3c(=O)[nH]2)n1C | -10 | -11 | 5 | -0.6 | 10 | -0.2 | -0.5 | -6 | -13
CCc1ccc(C(=O)Nc2nc3ccccc3[nH]2)cc1 | -1 | 0 | -8 | 4.2 | -8 | 3.1 | 0.9 | -5 | -8
Cn1c(SCC(=O)N2c3ccccc3Sc3ccc(Cl)cc32)nnc1-c1ccco1 | -7 | -10 | 3 | 0.6 | -9 | 2.8 | -1.4 | -10 | -6
COCc1cc(C)nc(NCCc2ccccc2)c1C#N | -5 | -18 | 5 | -1.5 | -9 | 0.7 | -0.8 | 15 | 6
Cc1onc(-c2ccccc2Cl)c1C(=O)NCC(=O)O | -6 | -7 | -1 | 0.3 | -7 | 0.6 | 0.2 | 11 | -2
COc1cc(OC)c(C(=O)OCC(=O)Nc2ccc(S(=O)(=O)N3CCOCC3)cc2)cc1OC | -3 | -1 | -6 | 0.0 | -16 | 0.6 | 1.4 | 2 | /
Cc1ccc(-c2nc3ncccc3o2)cc1NC(=O)c1cccs1 | -2 | -18 | 3 | 1.0 | 26* | 0.4 | -0.6 | -14 | -10
COc1c(Cl)cc(C(=O)Nc2ccc(Cl)cn2)cc1Cl | -14 | -2 | 11 | -0.5 | -6 | -0.6 | 1.7 | -1 | -1
O=C(NC(=S)Nc1cccc2cc(O)ccc12)c1ccco1 | -8 | -9 | 4 | 1.2 | 10 | 31* | 4.6 | -5 | -8
O=C(Cn1ccc(NC(=O)OCc2ccccc2)nc1=O)NCCc1ccccn1 | -1 | -4 | 5 | 1.0 | -13 | 0.5 | 0.9 | 12 | /
COc1ccc(N(CC(=O)NCc2ccco2)S(=O)(=O)c2ccccc2)cc1 | -17 | -10 | 12 | -0.2 | -13 | 0.8 | -1.3 | 16 | 1
CC(=O)c1ccc(OCCCC(=O)NC(C)c2ccc(S(N)(=O)=O)cc2)cc1 (stereo not drawn) | 2 | -3 | -31 | 0.0 | -8 | 1.2 | 0.0 | 18 | -13
O=C(COc1ccc2ccc(=O)oc2c1)NCCN1CCOCC1 | / | / | -24 | / | -16 | 0.1 | / | -5 | /
CC(=O)Nc1cccc(NC(=O)CCN2C(=O)c3ccccc3S2(=O)=O)c1 | -4 | -8 | -26 | -0.4 | 2 | -0.1 | 1.0 | 4 | /
Cn1ccnc1SCc1cn2cc(Br)ccc2n1 | 0 | -4 | -16 | 0.4 | -2 | 0.6 | 0.8 | 7 | -1
COC(=O)c1ccc2nc(-c3cccc(Cl)c3)c(Cc3ccccc3)n2c1 | / | / | -1 | / | -6 | 0.0 | / | -1 | /
Cc1ccc[n+](Cc2ccc([N+](=O)[O-])cc2)c1 | 1 | 0 | -6 | 0.2 | -8 | 0.2 | 1.9 | 10 | -9
Cc1ccc(CNC(=O)C(=O)NCC2OCCCN2S(=O)(=O)c2ccc(F)cc2)cc1 (stereo not drawn) | 0 | -21 | -15 | 1.6 | 0 | 1.0 | -0.1 | -2 | -9
NC(=O)c1ccc(NCc2ccco2)c([N+](=O)[O-])c1 | -11 | -2 | 9 | 1.2 | 1 | 0.1 | -0.8 | 3 | -5
CCOC(=O)C1=C(CN2CC(C)CC(C)C2)NC(=O)NC1c1ccc2c(c1)OCO2 (stereo not drawn) | -24 | -16 | -43 | 0.1 | -10 | 5.5 | -0.4 | 1 | 4

Further structures
SMILES | OXTR potentiate | CHO parental Ca | TAAR1 antag | V1aR counter | CHO-K1 Ca antag | CHO-K1 Ca ag | OXTR agonist | M1 PAM parental | GPR7 antagonist
CCOc1ccccc1N1CCN(C(=O)c2ccc3[nH]c(C)c(C)c3c2)CC1 | -3 | -12 | 6 | 1.8 | -12 | 4.8 | 2.0 | -1 | -17
Cc1ccccc1NC(=O)N1CCCN(c2ccc(C#N)cn2)CC1 | -9 | -13 | -3 | 0.1 | -3 | 0.3 | -0.2 | -6 | -14
Cc1cccc(NC(=O)c2cnn(C)c2)c1C | -8 | 1 | -2 | 1.6 | -13 | 0.1 | -0.3 | 23 | 1
O=C(Nc1ccc2c(c1)nc1n2CCSC1)c1ccco1 | -5 | 5 | -4 | 0.4 | 0 | 0.6 | 0.1 | 15 | -3
OC1(c2cccs2)CN(c2ccccc2)C2=[N+]1CCCC2 (stereo not drawn) | 0 | -6 | -5 | 1.3 | -13 | -0.2 | 1.2 | 12 | -6
CCCn1c(SCc2ccc(Cl)cc2)nc2c1c(=O)[nH]c(=O)n2C | -21 | -25 | 13 | -1.6 | -12 | 0.0 | -2.5 | 21 | -14
COc1ccc2c(c1)c(C(=O)OCCN(C)C)c(C)n2C | -7 | -6 | -3 | -0.2 | 4 | -0.2 | -0.7 | 12 | 5
CC(C)CCOc1ccc(Cl)cc1CN1CCOCC1 | -1 | -24 | 45 | -0.9 | -9 | 1.2 | -2.2 | 2 | -9
CCCN1CCC(=O)N([C@H](COc2ccccc2)CC(C)C)CC1 | 0 | -13 | 8 | -0.1 | -11 | 1.4 | -0.9 | 13 | 7
CC(C)Oc1cc(S(=O)(=O)N2CCCCC2)ccc1N | -7 | -9 | -12 | 1.3 | 4 | 0.6 | 0.1 | 9 | 3
[O-]/[N+](=C/c1ccccc1)c1ccccc1 | -4 | -3 | -15 | 2.1 | -1 | -0.3 | 0.7 | -17 | /
COc1ccc(N2C(=O)CC(NNC(=O)c3cc(C)oc3C)C2=O)cc1 (stereo not drawn) | -9 | -1 | 5 | -0.9 | 6 | 0.1 | -0.4 | -12 | -4
CCOc1cc(C(=S)N2CCOCC2)ccc1OS(=O)(=O)c1ccc(OC)cc1 | -14 | -8 | 3 | 8.9 | -15 | 7.9 | 6.0 | 11 | -5
Clc1ccc(Cn2nnc(-c3ccc(N4CCOCC4)cc3)n2)cc1 | -6 | 3 | -16 | 1.2 | -14 | 0.9 | 0.3 | 7 | -2
COc1cc(NC(=O)N2CCc3nc(Nc4cc(Cl)cc(Cl)c4)ncc3C2)cc(OC)c1OC | / | / | 37 | / | -3 | 1.1 | / | 9 | /
COc1ccc(CC2NCCC3=CC(=O)CCC32)cc1O (stereo not drawn) | -13 | -15 | -3 | 0.5 | -6 | 1.0 | 0.6 | 7 | /
Cc1nonc1NC(=O)CSc1nc(C23CC4CC(CC(C4)C2)C3)nc2ccccc12 | -8 | -7 | -16 | 0.0 | -2 | 0.2 | -1.1 | -6 | -11
O=c1oc(CCCO)cc2ccc(Br)cc12 | 4 | -3 | -16 | 2.2 | 3 | 0.2 | 2.3 | 5 | /
CCOC(=O)c1oc2cc(O)ccc2c(=O)c1-c1ccc(OC)cc1 | 2 | -4 | -41 | 0.4 | -1 | -0.1 | 0.5 | -4 | -7
CCc1ccc(NC2=NCC(=O)N2c2ccc3c(c2)OCCO3)cc1 | -2 | -21 | -5 | 1.0 | 2 | -0.3 | -1.6 | -4 | -1
C/C=C/c1ccc(OCCCCOc2c(OC)cccc2OC)c(OC)c1 | -4 | -12 | 6 | 0.5 | -5 | 1.4 | -2.1 | 21 | -11
O=C(NCc1ccccc1)c1onc(CSc2ccc(Cl)cc2)c1C(=O)NCC1CC1 | -4 | -6 | 0 | 2.7 | -8 | -0.1 | 0.6 | 7 | /
COc1cccc(NC(=O)c2cnsn2)c1 | 3 | -5 | / | -0.4 | 4 | -0.1 | -0.7 | -3 | 25*
Cc1ccc(Cn2c(Sc3nccc(C)n3)nc3c2c(=O)[nH]c(=O)n3C)cc1 | -13 | -13 | -3 | 1.0 | 10 | -0.3 | 0.1 | -8 | 8
CC(=O)NC(CC(=O)Nc1ccc(S(=O)(=O)Nc2nccs2)cc1)c1ccccc1 (stereo not drawn) | / | / | -15 | / | 0 | -0.1 | / | -17 | /

Already shown: an excerpt of the list.
SMILES | OXTR potentiate | CHO parental Ca | TAAR1 antag | V1aR counter | CHO-K1 Ca antag | CHO-K1 Ca ag | OXTR agonist | M1 PAM parental | GPR7 antagonist
CCOc1ccccc1N1CCN(C(=O)c2ccc3[nH]c(C)c(C)c3c2)CC1 | -3 | -12 | 6 | 1.8 | -12 | 4.8 | 2.0 | -1 | -17
Cc1ccccc1NC(=O)N1CCCN(c2ccc(C#N)cn2)CC1 | -9 | -13 | -3 | 0.1 | -3 | 0.3 | -0.2 | -6 | -14
Cc1cccc(NC(=O)c2cnn(C)c2)c1C | -8 | 1 | -2 | 1.6 | -13 | 0.1 | -0.3 | 23 | 1

(cont.)
SMILES | OXTR potentiate | CHO parental Ca | TAAR1 antag | V1aR counter | CHO-K1 Ca antag | CHO-K1 Ca ag | OXTR agonist | M1 PAM parental | GPR7 antagonist
CCN(CC)C(=O)COc1coc(CN2CCN(c3ccccc3F)CC2)cc1=O | -1 | -15 | -10 | 0.8 | 5 | 1.8 | 0.1 | -13 | -8
C=CCn1c(CCC)nc2ccccc21 | 2 | 13 | -2 | 0.4 | -12 | 1.1 | -1.1 | 16 | -19
COc1cccc2cc(C(=O)N3CCN(C(=O)c4ccccc4)CC3)c(=O)oc12 | -6 | -8 | -2 | 0.2 | -13 | 0.5 | 0.0 | 19 | 8
Cc1nc(N2CCN(c3ccccc3)CC2)[nH]c(=O)c1Cc1cccc2ccccc12 | 0 | -9 | / | 0.6 | / | / | 0.5 | / | -9
COc1cc(NC(=O)c2ccccc2Cl)c2ncccc2c1 | -2 | -17 | 24 | -1.0 | -8 | 0.1 | -1.8 | 0 | -2
O=C(NCc1cccnc1)c1cccc(S(=O)(=O)N2CCCCC2)c1 | 5 | -13 | -9 | 0.3 | -17 | 2.6 | 1.2 | 14 | 1
CCOc1cc(-c2cc(-c3ccccc3)nc(N)c2C#N)ccc1O | -6 | -11 | 17 | 0.5 | 4 | 1.4 | -0.2 | 2 | -6
Cc1ccccc1NC(=O)NCC1CCN(C(=O)OC(C)(C)C)CC1 | -5 | -5 | -12 | 0.1 | -8 | 1.3 | -2.4 | 23 | -7
CSc1ccccc1OCc1cc(C(=O)N2CCC[C@H]2C(N)=O)no1 | -2 | 2 | -19 | 0.9 | -2 | 0.2 | -0.1 | 10 | 5
COc1ccc([C@H]2CC(=O)C=C(c3cccc(Cl)c3O)C2)cc1OC | -6 | -17 | 32 | 3.1 | 10 | 0.4 | 4.6 | -20 | /

Bioassay records as filed in PubChem.
